Hep lipid drop: modulators of hepatic lipid droplet formation; AML12 mouse hepatocytes, oleate lipid droplets, BODIPY imaging; inhibition, % at 6.5 µM; hit rate 0.4% among 240,000; AID 1656;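 active = lipid droplet intensity inhibited by at least 50%, with more than 500 cells counted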
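Assay system: AML12 hepatocytes (mouse) / Also added: 100 µM oleic acid challenge / Times: overnight treatment with compound plus oleate / Detection: high-content imaging of BODIPY-stained droplets and DAPI nuclei / Evaluation: % inhibition of lipid droplet signal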
WT yeast gro inh: growth inhibition of WT yeast, mitochondrial fusion screen. mitochondrial fusion phenotypic screen, WT strain. inhibition, % at 10 µM. hit rate 2.1% among 190,000; in the data active = inhibition above about 58%; tested in S. cerevisiae
b-catenin transl: modulators of beta-catenin nuclear translocation; HeLa beta-catenin nuclear translocation, immunofluorescence imaging; nuclear translocation activity, % at 5 µM; hit rate 0.3% among 190,000;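 active = nuclear translocation activity above 50% at 5 µM, with a well cell count of 50 or more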;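 also: per-cell ratio of nuclear to cytoplasmic median beta-catenin stain intensity; plate controls were DMSO negative control for no effect and GSK-3 inhibitor IX positive control for full effect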
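System: HeLa cells, endogenous beta-catenin; compound dosing: 5 µM primary single dose, 0.1% DMSO, 0.02–20 µM confirmation series; incubation: 24 h compound exposure at 37°C, 5% CO2; signal: beta-catenin immunofluorescence imaging with DAPI; evaluation: % activation, nuclear-to-cytoplasmic median beta-catenin signal ratio per cell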
XIAP displacement: XIAP antagonists, biochemical, IAP family, fluorescence polarization (AID 1018). XIAP BIR domain, fluorescence polarization peptide displacement; higher % means a stronger effect. displacement, % at 20 µM, or IC50 in µM where a hit was titrated. hit rate 0.007% among 200,000; in the data active = displacement above about 50%; also: a part of the inactive calls stands beside numbers as strong as those of hits
Autophagy HCS: modulators of autophagy | MEF GFP-LC3 puncta imaging; test concentration mostly 10 µM | calls only at 10 µM (by protocol) | hit rate 0.98% among 190,000 | AID 463193;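 active = percentage of spot-positive cells more than 3 SD above its plate mean, without a fluorescence outlier flag or 80% toxicity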;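 also: spot-positive cell cutoff set from DMSO-treated cells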
ER stress rescue: protection against thapsigargin-triggered cell killing – 384-well, CSM14.1, ATP luminescence, primary screen (AID 1222) | cellular ATP content (survival), % at 20 µM, or EC50 in µM where a hit was titrated | CSM14.1 thapsigargin-induced death rescue, ATP luminescence; higher % means a stronger effect | 190,000 tested, under 10 active;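 active = EC50 below 50 µM in the dose-response confirmation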;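 also: death triggered by thapsigargin at about 15 µM added after 2 h compound pretreatment; cell ATP read after overnight thapsigargin exposure of roughly 18 to 22 hours; normalized against plate controls of thapsigargin alone and 5% DMSO vehicle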
Dynein cargo inh: dynein cargo transport inhibition | z-score, hits read low | 3617.4 mouse cells, GR-EGFP nuclear translocation imaging; test concentration mostly 20 µM; stimulated with dexamethasone, 1 µM; stronger effect = lower value | hit rate 0.47% among 220,000;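 active = plate z-score of nuclear minus cytoplasmic receptor signal below a set negative limit, without overly bright fluorescence or cell loss, cut at about -3.5 in these data, passing the limit was not always enough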;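 also: z-score of nuclear minus cytoplasmic ring GR-EGFP intensity difference per well; some compounds called inactive have numbers as strong as hits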
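medium = tetracycline-free induction medium containing charcoal-stripped FBS | also added = 1.0 µM final dexamethasone stimulus | schedule = 48 h induction, 1 h compound, 30 min dex at 37 °C | technique = fixed, Hoechst-stained cells imaged at 10x for EGFP | measure = GR-EGFP nuclear translocation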
Insulin prom up: MIN6 insulin promoter up-regulation | z-score at 5 µM | MIN6 insulin promoter-GFP reporter, high-content imaging; stronger effect = higher value | hit rate 0.3% among 190,000;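 active = z-score above 3 at 5 µM with at least 500 cells counted in the well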
MT stabilizer: microtubule stabilizers in HeLa cells | hit rate 0.83% among 200,000 | % tubulin-high responders, % at 10 µM | HeLa tubulin immunostaining HCS, 24 h; share of cells brighter than vehicle mean+2SD;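 active = plate Z-score above 3 for both tubulin-high and condensed-nucleus cell shares, with cell loss under 80%, at 10 µM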;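 also: anti alpha tubulin signal scored within the nucleus-defined area of each cell; some results filed as inactive read as strong as hits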
WT yeast gro inh mutant strain: recorded beside WT yeast gro inh, whose call it bears; inhibition, %; mitochondrial fusion phenotypic screen, mutant strain inhibition
Dynein cargo inh cytoplasmic EGFP: further read-out of Dynein cargo inh, marked with its call; z-score; measured here: cytoplasmic GR-EGFP intensity; stronger effect = higher value
Dynein cargo inh nuclear GR-EGFP: second read-out of Dynein cargo inh, no call of its own (marks repeat the call); z-score; measured here: nuclear GR-EGFP intensity;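 lower value marks the stronger effect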
Dynein cargo inh cell count: also measured in Dynein cargo inh; calls as there; z-score; measured here: cell count per field
Insulin prom up cell count: further read-out of Insulin prom up, marked with its call; cell count; measured here: cytotoxicity, nuclei count;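 total cells summed across four imaged fields per well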
Hep lipid drop cells 6.5 µM: recorded beside Hep lipid drop, whose call it bears; cell count; measured here: cell count, cytotoxicity flag;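 cells counted across two imaged fields per well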
b-catenin transl cell count 5 µM: further read-out of b-catenin transl, marked with its call; cell count; measured here: cell count, cytotoxicity flag
MT stabilizer Hoechst-high %: recorded beside MT stabilizer, whose call it bears; % Hoechst-high responders; measured here: nuclear condensation Hoechst responders;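 share of cells brighter than vehicle mean plus two SD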
MT stabilizer cytotoxicity %: second read-out of MT stabilizer, no call of its own (marks repeat the call); toxicity, %; measured here: cytotoxicity by cell density;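 0% = mean cell density of plate MIN control wells and 100% = no cells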
Autophagy HCS cell loss 18 h: also measured in Autophagy HCS; calls as there; toxicity, %; measured here: cell loss, nuclei count;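 cell loss after 18 h compound exposure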
* marks the source's active call; other numbers are inactive results; i = inactive; x = no result given.

Second line of a record: Hep lipid drop	Hep lipid drop cells 6.5 µM	WT yeast gro inh	WT yeast gro inh mutant strain	b-catenin transl	b-catenin transl cell count 5 µM	XIAP displacement	Autophagy HCS	Autophagy HCS cell loss 18 h	ER stress rescue	Dynein cargo inh	Dynein cargo inh cytoplasmic EGFP	Dynein cargo inh nuclear GR-EGFP	Dynein cargo inh cell count	Insulin prom up	Insulin prom up cell count	MT stabilizer	MT stabilizer Hoechst-high %	MT stabilizer cytotoxicity %
1	CC1Oc2ccccc2N(CC(=O)NCCc2ccccc2)C1=O (stereo not drawn)
→ x	x	1	-4	-0.6	1155	-9.5%	i	-2	-2.2%	0.95	-0.23	0.74	0.041	0.7	1215	3.4	1.9	4.3
2	COc1ccc(C(=O)NCCc2cn3ccc(C)cc3n2)cc1
→ -16	594	-1	3	1.0	1136	-6.0%	i	10	-0.4%	0.61	-0.26	0.34	0.19	-1	2115	7.0	3.8	5.6
3	O=C(Cn1cnc2c(nnn2Cc2ccc(Cl)cc2)c1=O)NCc1ccco1
→ -8	715	-8	-22	-0.7	962	-17%	i	8	0.4%	2.1	0.026	2	-1.7	x	x	2.6	0.1	12
4	NC(=O)CS(=O)(=O)c1nc2ccccc2n1CC(=O)N1CCCCC1
→ -2	771	6	13	-0.6	1039	2.0%	i	4	-3.0%	-0.77	-0.25	-0.14	0.28	-0.99	1184	1.5	0.2	31
5	Cc1c(CN(C)C(=O)/C=C/c2ccc([N+](=O)[O-])cc2)cnn1C
→ 16	705	1	-1	-1.6	1182	2.2%	i	8	1.0%	-0.49	0.78	-0.15	-0.97	-0.28	1623	4.7	1.6	5.6
6	CCCCNC(=O)CSc1nc2n[nH]c(C)c2c(=N)n1-c1cccc(Cl)c1C
→ -15	759	1	2	-1.2	1151	-4.5%	i	6	0.6%	-0.1	-0.14	0.8	-0.47	-0.02	1234	2.0	2.4	5.3
7	CCCNC(=O)N1CCN(c2ncccn2)CC1
→ -21	717	1	3	1.9	1177	-5.8%	i	-4	1.7%	-0.13	-0.25	0.069	1.1	-0.14	1221	1.9	1.7	20
8	CCCCCn1c(SCC(=O)OC)nc2c1c(=O)[nH]c(=O)n2C
→ x	x	10	2	-6.5	1134	-1.5%	i	16	1.2%	-0.39	-0.2	-0.039	0.41	-0.81	1081	4.6	3.1	7.3
9	CC(c1ccco1)N(C(=O)CSc1ccc(Br)cc1)c1ccccn1 (stereo not drawn)
→ x	x	19	4	-9.5	962	1.2%	i	19	2.1%	-1.2	0.008	-0.15	-0.072	-2	1267	5.1	3.2	6.2
10	Cc1ccc(N2C(=O)C3C(C2=O)C2C=CC3C23CC3)c([N+](=O)[O-])c1 (stereo not drawn)
→ 18	720	-6	-23	-3.3	1098	-6.5%	i	-5	0.1%	-0.15	-0.23	-0.15	0.56	0.24	1126	3.5	2.4	7.9
11	Cc1ccccc1CSc1nnc(NC(=O)Cc2cccs2)s1
→ 24	629	14	15	-1.5	1067	-8.5%	i	37	1.2%	-0.0061	-0.21	-0.11	0.94	-0.45	1343	3.4	2.6	7.6
12	Cc1cc2nc(SC(C)C(=O)O)[nH]c2cc1C (stereo not drawn)
→ x	x	-7	-4	1.1	702	-7.4%	i	11	-1.4%	0.81	-0.074	0.41	0.12	-0.81	1202	0.8	1.2	1.4
13	O=C(c1ccccc1)N1CCN=C1c1ccccc1
→ -28	666	-8	-20	0.4	972	-4.7%	i	3	-2.7%	0.13	-0.26	-0.056	0.058	0.01	1244	3.5	2.9	2.9
14	COc1ccc(Nc2nc(C(=O)N3CCc4ccccc4C3)cs2)cc1
→ 4	565	75*	50*	0.1	1413	-12%	i	6	-3.2%	-0.14	-0.33	-0.27	1	-0.36	1569	2.0	1.6	0.6
15	Cc1cc(C)n2c(SCC(=O)NCc3ccc4c(c3)OCO4)nnc2n1
→ 13	719	x	x	0.3	1279	x	x	x	x	1.7	0.058	1.8	-2.9	0.07	1059	x	x	x
16	O=C(CSc1nnc(-c2ccc(F)cc2)c2ccccc12)Nc1cccc(Cl)c1
→ -19	609	11	1	-2.8	1129	0.0%	i	17	0.1%	-0.65	-0.24	-0.6	0.066	-0.47	1428	6.3	2.5	5.8
17	COc1cccc(NC(=S)N/N=C2/CCCCc3ccccc32)c1
→ 0	605	65*	51*	0.1	1115	1.1%	i	-5	-0.8%	0.32	-0.23	0.38	-0.3	-0.55	1138	3.1	1.8	4.1
18	CC(NC(=O)C1CCC(CNS(=O)(=O)c2ccccc2)CC1)c1ccc2c(c1)OCCO2 (stereo not drawn)
→ 20	694	-9	-3	-3.2	1094	-1.8%	i	-10	0.1%	0.66	-0.1	0.43	-0.85	-0.01	1598	2.9	1.6	8.3
19	O=C(NCCCN1CCN(CCCNC(=O)c2cccc([N+](=O)[O-])c2)CC1)c1cccc([N+](=O)[O-])c1
→ 28	721	-4	-4	-0.8	982	-1.9%	i	11	-1.1%	-0.15	-0.23	-0.083	1	0.1	1433	2.0	1.4	10
20	CC(=O)Nc1ccc2nc(NC(=O)CCc3ccccc3)sc2c1
→ 4	698	12	-11	-3.0	1160	-4.8%	i	3	x	0.097	-0.38	-0.042	0.59	-0.52	1256	5.7	2.3	8.3
21	CCOC(=O)c1nn(-c2ccc(F)cc2)c2c1CC/C2=C/c1ccccc1
→ -9	582	-9	7	-2.2	1148	-5.4%	i	-10	0.1%	-0.16	-0.073	-0.28	0.17	0.61	1451	4.8	3.3	7.9
22	O=[N+]([O-])c1ccc(Cc2nnc(-c3ccccc3Cl)o2)cc1
→ 8	768	18	11	-0.1	1108	-2.5%	i	16	0.5%	1.6	0.36	1.1	-0.84	x	x	3.9	1.3	6.9
23	CCOC(=O)CCc1c(C)c2c(C)nn(-c3ccccc3)c2[nH]c1=O
→ -3	703	21	-4	12	934	-5.9%	x	x	0.1%	-0.27	-0.13	0.17	-0.57	1.2	1247	4.0	1.8	4.7
24	CC(=O)OCC1=C(C(=O)O)N2C(=O)C(NC(=O)C(C)Cn3cc(Cl)cn3)C2SC1 (stereo not drawn)
→ 15	683	-10	-3	0.7	1140	-9.2%	i	6	-14%	0.3	-0.33	0.19	0.54	-0.48	1254	1.6	1.9	5.3
25	CCN(CC)CCCNC(=O)c1ccc2c(=O)n(Cc3ccc4c(c3)OCO4)c(=S)[nH]c2c1
→ 13	699	-2	25	-0.9	1111	-6.2%	i	6	-11%	-0.7	-0.32	-0.3	0.8	-0.19	1266	2.7	2.4	7.2
26	O=C(Nc1ccccc1N1CCOCC1)c1cc(Br)c(Br)s1
→ -4	693	17	11	-0.6	1072	-9.7%	i	-8	x	0.74	-0.14	0.84	-0.64	1.1	966	3.5	2.6	4.6
27	CCc1ccc(NC(=O)COC(=O)c2ccc(Cl)c(S(=O)(=O)N3CCCCCC3)c2)cc1
→ -2	588	3	-15	0.6	950	-7.8%	i	16	2.0%	-0.2	0.15	0.64	-1.9	0.09	1273	2.4	2.1	4.1
28	COCCn1nnnc1C(c1cc(OC)ccc1OC)N1CCc2ccccc2C1 (stereo not drawn)
→ -1	745	7	-14	-4.1	1154	-10%	i	-7	6.2%	-0.73	-0.092	0.26	0.43	-0.74	1000	4.0	2.2	0.4
29	Cc1nn(-c2ccccc2)c(Cl)c1/C=N/Nc1nc2ccccc2n1C
→ 22	765	31	7	3.2	516	-8.4%	i	2	-0.3%	-0.55	-0.21	0.55	0.35	-0.95	939	4.9	4.1	2.3
30	O=C(C1CCCN1S(=O)(=O)c1cccc2cccnc12)N1CCc2ccccc2C1 (stereo not drawn)
→ x	x	9	-2	x	x	-3.8%	i	7	2.7%	-0.18	-0.17	0.067	-0.26	-0.5	931	5.1	2.0	0.1
31	O=S(=O)(/N=C(/Nc1ccccn1)c1ccccc1)c1ccc(Cl)cc1
→ x	x	17	14	-2.9	1331	-3.0%	i	-18	-0.2%	0.55	-0.17	-0.13	0.28	-0.36	1585	2.4	1.7	7.0
32	COc1ccc(CNC(=O)NC(C)(C)c2cccc(C(C)(C)NC(=O)NCc3ccc(OC)cc3)c2)cc1
→ -9	657	4	-4	0.1	937	-6.9%	i	23	-2.5%	0.95	-0.25	0.76	-0.25	-0.34	1459	5.4	1.7	10
33	CC(=O)c1ccc(NC(=O)N2CCN(c3cccc(Cl)c3)CC2)cc1
→ -27	715	26	20	0.3	992	-3.8%	i	-1	x	0.13	-0.068	-0.14	0.16	0.05	1020	2.0	1.4	2.3
34	c1ccc(-n2c(SCc3nc(-c4cccs4)no3)nnc2-c2ccco2)cc1
→ -27	741	6	-3	0.2	956	-7.1%	i	5	0.3%	2.7	-0.07	1.9	-0.91	1.6	1211	4.1	6.5	1.3

Reprinted at random: two records from the list.
Second line of a record: Hep lipid drop	Hep lipid drop cells 6.5 µM	WT yeast gro inh	WT yeast gro inh mutant strain	b-catenin transl	b-catenin transl cell count 5 µM	XIAP displacement	Autophagy HCS	Autophagy HCS cell loss 18 h	ER stress rescue	Dynein cargo inh	Dynein cargo inh cytoplasmic EGFP	Dynein cargo inh nuclear GR-EGFP	Dynein cargo inh cell count	Insulin prom up	Insulin prom up cell count	MT stabilizer	MT stabilizer Hoechst-high %	MT stabilizer cytotoxicity %
32	COc1ccc(CNC(=O)NC(C)(C)c2cccc(C(C)(C)NC(=O)NCc3ccc(OC)cc3)c2)cc1
→ -9	657	4	-4	0.1	937	-6.9%	i	23	-2.5%	0.95	-0.25	0.76	-0.25	-0.34	1459	5.4	1.7	10
31	O=S(=O)(/N=C(/Nc1ccccn1)c1ccccc1)c1ccc(Cl)cc1
→ x	x	17	14	-2.9	1331	-3.0%	i	-18	-0.2%	0.55	-0.17	-0.13	0.28	-0.36	1585	2.4	1.7	7.0
